High-throughput results: PubChem, Broad Institute
DENV2 CPE rescue: DENV2-induced cell death inhibition | 1.7% of 350,000 active | CPE inhibition, % at 9.99 µM | AID 651640 | DENV2-infected cells, cytopathic effect rescue, plate reader; in the data active means CPE inhibition above about 20%, passing the limit was not always enough; tested in BHK-21 cells;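 further: 0% = median of neutral control wells and 100% = median of positive control wells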
ARNT-TACC3 inh: disruptors of human ARNT/TACC3 interaction | AlphaScreen His-ARNT PAS-B/GST-TACC3 binding, luminescence; TACC3 fragment carries E629A point mutation | inhibition, % at 9.99 µM | 0.66% of 390,000 active | AID 623870;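 active means mean inhibition of replicates at least 50% and at least half of replicates each reaching 50%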;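 further: 0% = complete ARNT plus TACC3 wells and 100% = ARNT alone without TACC3; many hits fall short of the cut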
PAX8 reporter: PAX8 transcriptional activity inhibition; 1.2% of 360,000 active; inhibition, % at 12.6 µM; RMG-I TPO-luciferase reporter, SteadyGlo, 24 h;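 active means mean replicate inhibition at least 60% with every replicate also reaching 60%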;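 further: luciferase light reporting Pax8 driven TPO promoter activity; plate controls were median of neutral control wells for no effect and mitoxantrone controls for full effect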
EWS-Fli inh: EWS/Fli transcriptional activity inhibition; inhibition, % at 12.6 µM; 0.67% of 350,000 active; A673 NR0B1-luciferase reporter, viability-normalised; AID 651661;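 active means mean inhibition of at least 50% after viability correction, with every replicate also passing that limit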;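 further: firefly luciferase signal divided by Alamar Blue viability fluorescence both relative to DMSO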
ERp5 block: blocks human ERp5 reductase activity on insulin; inhibition, % at 9.99 µM; Q15084; ERp5 insulin aggregation, absorbance 650 nm, 90 min; AID 651711; 0.05% of 350,000 active;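 active means mean replicate inhibition above about 25%, with every replicate also reaching it, limit read from the data, passing the limit was not always enough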
Target sequence (Q15084 whole entry, looked up): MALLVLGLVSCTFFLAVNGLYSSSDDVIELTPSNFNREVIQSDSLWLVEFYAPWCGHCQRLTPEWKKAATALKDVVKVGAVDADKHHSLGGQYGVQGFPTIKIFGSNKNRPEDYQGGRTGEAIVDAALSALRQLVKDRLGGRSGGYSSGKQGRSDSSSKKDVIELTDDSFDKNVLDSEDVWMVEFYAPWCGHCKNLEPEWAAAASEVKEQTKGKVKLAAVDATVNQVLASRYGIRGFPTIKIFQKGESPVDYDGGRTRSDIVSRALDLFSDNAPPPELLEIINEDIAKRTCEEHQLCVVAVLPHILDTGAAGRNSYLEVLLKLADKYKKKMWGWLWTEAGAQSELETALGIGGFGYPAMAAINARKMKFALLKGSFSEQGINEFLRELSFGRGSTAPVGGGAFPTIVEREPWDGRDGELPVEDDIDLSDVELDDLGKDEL
CFTR F508del cor: CFTR F508del correction in bronchial cells; CFBE cells, YFP halide quenching; stimulated with forskolin plus potentiator P3; % fluorescence drop versus neutral controls; activity (quench increase), % at 7.58 µM; 0.36% of 350,000 active;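 active means mean added fluorescence quench of at least 8% versus neutral control, with both replicates also reaching 8%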;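 further: cells transiently co-express mutant CFTR-F508del with the halide-sensitive YFP; corrector assay measuring rescue of mutant channel to the surface after 24 h compound exposure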
INS-1E GSIS act: primary screen for activators of insulin secretion dependent on glucose, INS-1E cells, GLuc reporter luminescence; AID 743287; activation, % at 16.6 µM; 0.61% of 370,000 active; INS-1E GLuc reporter insulin secretion, 2-3 h;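 active means lowest replicate activation of at least 40%, so every replicate reaches that level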;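 further: 0% = median of neutral control wells and 100% = median of IBMX positive control wells; some compounds called inactive have numbers as strong as hits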
XiGFP reactiv: X-chromosome reactivation activator. XiGFP mouse fibroblasts, % GFP-positive cells imaging, 3 d; cells co-treated with 5-aza-dC sensitizer; scaled so ellipticine positive control = 100%. activation, % at 7.58 µM. 0.055% of 360,000 active. AID 743238;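 active means mean normalized replicate activation at least 10% and every replicate at or above 10%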;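 further: 0% = median of on-plate neutral control wells and 100% = ellipticine 6 µM median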
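Schedule: 3 d treatment, 15 min room-temperature fixation; system: 68-5-11 XiGFP fibroblast line; buffer or medium: DMEM plus 5-aza-dC sensitizer; control set: ellipticine 6 µM positive control; compound: one concentration, pinned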
Active calls of the source: *; . = not tested or not shown.

cpd	molecule	PAX8 reporter	EWS-Fli inh	INS-1E GSIS act	ARNT-TACC3 inh
1	O=C(Cc1ccccn1)N1CC(=O)N2[C@H](CO)[C@@H](c3ccc(C#CC4CCCC4)cc3)[C@H]2C1	-7	17	-1	.
2	Cc1noc(C)c1S(=O)(=O)Nc1ccc2c(c1)C(=O)N([C@@H](C)CO)C[C@H](C)[C@H](CN(C)C)O2	-20	-12	15	-5
3	COCCNC(=O)C[C@@H]1CC[C@@H]2[C@H](COC[C@@H](O)CN2C(=O)c2cc(Cl)cc(Cl)c2)O1	-8	10	10	-7
4	COc1ccc(S(=O)(=O)Nc2cc(C)on2)cc1	3	0	19	-4
5	COc1cc2c(c(OC)c1OC)-c1ccc(SC)c(=O)cc1C(NC(=O)C(F)(F)F)CC2 (stereo not drawn)	87*	46	-33	3
6	O=C(NC(Cc1c[nH]c2ccccc12)C(=O)O)c1ccc2c(c1)OCO2 (stereo not drawn)	-7	16	22	-21
7	CO[C@@H]1CN(C)C(=O)c2ccc(NC(=O)CC(F)(F)F)cc2OC[C@H](C)NC[C@H]1C	.	3	2	.
8	CCS(=O)(=O)N1CC(=O)N2[C@H](CO)[C@H](c3ccc(-c4ccc(F)cc4)cc3)[C@@H]2C1	11	3	-2	.

cpd	XiGFP reactiv	DENV2 CPE rescue	ERp5 block	CFTR F508del cor
1	0.0	-6	-1	-1.2
2	-0.9	-2	0	4.4
3	0.0	-3	-4	1.9
4	0.0	9	-1	0.0
5	0.9	-7	0	2.4
6	-0.1	-5	4	-0.4
7	0.0	0	-1	-2.1
8	0.3	0	1	0.2

Going on with the list.
cpd	molecule	PAX8 reporter	EWS-Fli inh	INS-1E GSIS act	ARNT-TACC3 inh
9	COc1ccc(-c2coc3c(C(=O)Nc4cccnc4)cccc23)c(C)c1	-17	-6	3	.
10	CC1(C)Cc2nc3oc4c(=O)n(CC(=O)Nc5cccc(Cl)c5)cnc4c3cc2CO1	9	-4	3	-2
11	Cc1ccnc(NC(c2ccncc2)c2c(C)[nH]c3ccccc23)c1 (stereo not drawn)	28	.	14	0
12	CCCc1ccc(OCc2nc(-c3ccc(NC(=O)c4cccs4)cc3)no2)cc1	-70	.	12	-4
13	O=[N+]([O-])c1ccccc1Oc1ccccc1Cl	-9	-25	-3	3
14	COc1ccccc1CN(C)C(=O)CN1CCN(S(=O)(=O)c2ccc3c(c2)OCCCO3)CC1	21	5	-5	.
15	Cn1c(SCCN2CCCC2)nnc1C1CCN(S(=O)(=O)c2cccc(F)c2)CC1	-17	6	-1	5
16	Cc1cccc(OCC(=O)NC(=S)NNC(=O)c2ccncc2)c1	-4	3	5	56*

cpd	XiGFP reactiv	DENV2 CPE rescue	ERp5 block	CFTR F508del cor
9	0.0	-1	12	2.9
10	0.0	-2	1	0.0
11	-0.1	.	.	.
12	0.1	.	.	.
13	-0.1	-4	-6	-0.3
14	0.4	14	6	-1.8
15	0.4	-3	-1	-1.8
16	0.0	-6	-7	3.8

Brought forward from above: two compounds, then new ones.
cpd	molecule	PAX8 reporter	EWS-Fli inh	INS-1E GSIS act	ARNT-TACC3 inh
15	Cn1c(SCCN2CCCC2)nnc1C1CCN(S(=O)(=O)c2cccc(F)c2)CC1	-17	6	-1	5
16	Cc1cccc(OCC(=O)NC(=S)NNC(=O)c2ccncc2)c1	-4	3	5	56*
17	O=C(C[C@@H]1CC[C@@H](NC(=O)c2ccc(F)cc2)[C@@H](CO)O1)NCc1ccncn1	.	.	4	5
18	CCNC(=O)C[C@H]1CC[C@@H]2[C@H](COc3ccc(NC(=O)Nc4c(C)noc4C)cc3C(=O)N2C)O1	-3	-1	2	-4
19	COc1ccc(NC(=O)N(C)C[C@@H]2OCCCC[C@@H](C)Oc3ccc(NC(=O)Nc4c(C)noc4C)cc3C(=O)N([C@@H](C)CO)C[C@H]2C)cc1	-13	1	2	0
20	CC1(c2ccc(OC(F)F)cc2)NC(=O)N(CC(=O)Nc2ccc3[nH]c(=O)[nH]c3c2)C1=O (stereo not drawn)	.	1	5	4
21	CCN(CC)CCNC(=O)C1c2cc(OC)c(OC)cc2C(=O)N(C)C1c1cccs1 (stereo not drawn)	22	-1	-28	2
22	CCOC(=O)N1CCN(C(=O)CSc2nc3c(cnn3-c3ccc(Cl)cc3)c(=O)[nH]2)CC1	15	9	.	1
23	C[C@H](O)C#Cc1ccc2c(c1)O[C@@H](CN(C)C(=O)C1CCCCC1)[C@H](C)CN([C@H](C)CO)S2(=O)=O	.	1	14	15
24	CSCC[C@H](NC(=O)Nc1ccc(Oc2ccccc2)cc1)C(=O)O	-13	-2	9	2

cpd	XiGFP reactiv	DENV2 CPE rescue	ERp5 block	CFTR F508del cor
15	0.4	-3	-1	-1.8
16	0.0	-6	-7	3.8
17	-0.4	1	-4	-2.3
18	0.1	18	6	3.2
19	0.0	-7	10	2.4
20	0.0	18	-2	0.6
21	0.0	-7	2	-4.7
22	0.2	-1	-5	-1.1
23	-0.1	1	-8	0.3
24	0.0	-5	-3	-0.7

Continuation:
cpd	molecule	PAX8 reporter	EWS-Fli inh	INS-1E GSIS act	ARNT-TACC3 inh
25	O=C1Nc2ccccc2-n2nnnc2C1N1CCN(c2cccc(C(F)(F)F)n2)CC1 (stereo not drawn)	6	2	-39	.
26	O=C(Nc1ccc(F)cc1)N1CC(=O)N2[C@H](CO)[C@@H](c3ccc(C4=CCCC4)cc3)[C@H]2C1	21	-5	-19	.
27	CNC[C@H]1OCc2cn(nn2)CCCC(=O)N([C@@H](C)CO)C[C@@H]1C	7	2	3	.
28	COC(=O)CSc1nc(-c2cccs2)ccc1C#N	.	-107	10	-5
29	O=C(Nc1ccc2c(c1)OCO2)c1cc(-c2ccc(O)cc2)on1	-187	-92	58	-7
30	CCCNC(=O)[C@@H]1[C@@H](CO)[C@@H]2Cn3c(ccc(C4=CCCC4)c3=O)[C@H]1N2C(C)=O	3	-6	14	-2
31	CCC1CCCCN1C(=O)c1ccc(OC2CCN(C(=O)CCOC)CC2)cc1 (stereo not drawn)	-17	.	5	2
32	Cc1cccc(NC(=O)NCc2ccc3c(c2)OCO3)c1	-106	-78	-23	-5

cpd	XiGFP reactiv	DENV2 CPE rescue	ERp5 block	CFTR F508del cor
25	-0.2	15	0	-0.9
26	0.2	-10	1	3.7
27	-0.1	.	.	1.5
28	.	-1	-4	2.8
29	0.1	-1	0	-1.7
30	0.2	-6	12	-1.0
31	-0.1	9	2	-2.2
32	0.1	3	4	-1.3

Continued.
cpd	molecule	PAX8 reporter	EWS-Fli inh	INS-1E GSIS act	ARNT-TACC3 inh
33	Cc1ccc(C2C(C(=O)c3sc(C)nc3C)=C(O)C(=O)N2CCN(C)C)o1 (stereo not drawn)	.	2	3	-2
34	COc1ccccc1-c1ccc2n(c1=O)C[C@H]1[C@H](CO)[C@@H](C(=O)Nc3nccs3)N(C)[C@@H]21	.	-10	-5	.
35	COc1cccc(-c2nc(CS(=O)CC(=O)NC(C)CCc3ccccc3)c(C)o2)c1 (stereo not drawn)	27	.	-41	4
36	Cc1cccc(NC(=O)[C@@H](NC(=O)[C@@H]2Cc3ccccc3CN2)C(C)C)c1	-15	-16	-12	-4
37	CNC[C@H]1OCCCC[C@@H](C)Oc2ccc(NS(=O)(=O)c3ccc(OC)cc3)cc2C(=O)N([C@@H](C)CO)C[C@@H]1C	-13	-1	6	.
38	COc1ccccc1-c1coc2cc(OCC(=O)OCc3ccccc3)ccc2c1=O	10	0	5	-10
39	C[C@H]1CN([C@@H](C)CO)S(=O)(=O)c2ccc(C#CC(C)(C)O)cc2O[C@H]1CN(C)Cc1ccc(-c2ccccc2)cc1	.	-6	-13	-6
40	Cc1cccc(OCc2nc(C#N)c(NCCN(C)C)o2)c1	13	-5	.	3

cpd	XiGFP reactiv	DENV2 CPE rescue	ERp5 block	CFTR F508del cor
33	.	-3	0	-3.5
34	0.4	-4	-2	3.3
35	1.6	-9	2	2.4
36	0.1	2	-2	-4.8
37	0.1	.	.	0.6
38	-0.2	.	7	.
39	0.1	-19	1	6.1
40	0.2	-5	1	-1.8

Arranged by value in ARNT-TACC3 inh (ascending): five from the list above.
no.	Molecule	ARNT-TACC3 inh
6	O=C(NC(Cc1c[nH]c2ccccc12)C(=O)O)c1ccc2c(c1)OCO2 (stereo not drawn)	-21
10	CC1(C)Cc2nc3oc4c(=O)n(CC(=O)Nc5cccc(Cl)c5)cnc4c3cc2CO1	-2
22	CCOC(=O)N1CCN(C(=O)CSc2nc3c(cnn3-c3ccc(Cl)cc3)c(=O)[nH]2)CC1	1
24	CSCC[C@H](NC(=O)Nc1ccc(Oc2ccccc2)cc1)C(=O)O	2
35	COc1cccc(-c2nc(CS(=O)CC(=O)NC(C)CCc3ccccc3)c(C)o2)c1 (stereo not drawn)	4

Following part
cpd	molecule	PAX8 reporter	EWS-Fli inh	INS-1E GSIS act	ARNT-TACC3 inh
41	COc1ccc(/C=C2\SC(=S)N(CC3CCCO3)C2=O)cc1 (stereo not drawn)	-86	-48	8	5
42	Cc1ccc(S(=O)(=O)N2CCN(C(=O)c3ccco3)CC2)c(C)c1	-8	8	-2	8
43	O=C(C[C@@H]1CC[C@@H]2[C@H](COC[C@@H](O)CN2S(=O)(=O)c2ccc(F)cc2)O1)NCc1ccc(Cl)c(Cl)c1	21	76*	-17	5
44	CCN(CC)S(=O)(=O)c1ccc(N2CCOCC2)c(NC(=O)c2cc(Cl)c3c(c2)OCO3)c1	-1	16	-10	-4
45	O=C(N/N=C/c1ccncc1)c1nn(Cc2ccccc2)c(=O)c2ccccc12	1	2	-10	-1
46	Cc1nn(Cc2noc(C(=O)NCCc3ccccn3)n2)c(C)c1Br	1	-1	7	-3
47	CC(C)Nc1nc(NC(N)=S)nc(NC(C)(C)C)n1	-4	-3	44*	-5
48	COCC#Cc1cnc2c(c1)C(=O)N([C@@H](C)CO)C[C@H](C)[C@H](CN(C)C(=O)Cc1ccncc1)O2	.	3	4	-2

cpd	XiGFP reactiv	DENV2 CPE rescue	ERp5 block	CFTR F508del cor
41	0.0	2	-1	0.3
42	0.3	5	-4	-0.1
43	0.2	29*	-6	-0.9
44	0.0	-3	-11	-1.5
45	0.6	10	1	2.1
46	0.0	4	0	1.3
47	0.0	-1	1	-1.2
48	-0.8	7	9	0.1

More compounds follow:
cpd	molecule	PAX8 reporter	EWS-Fli inh	INS-1E GSIS act	ARNT-TACC3 inh
49	O=C(C[C@H]1CC[C@H]2[C@@H](COC[C@@H](O)CN2C(=O)c2ccncc2)O1)NC1Cc2ccccc2C1	11	6	0	-5
50	CCCNC(=O)C[C@@H]1CC[C@H]2[C@@H](COC[C@@H](O)CN2Cc2ccc(Cl)c(Cl)c2)O1	4	-2	-4	-11
51	COc1cccc(C(=O)Nc2cc(C(=O)NCc3ccc(C)cc3)ccc2N2CCC3(CC2)CC(c2cccc(Br)c2)=NO3)c1	14	9	-2	0
52	COc1ccc2nc(SCc3ccccc3)nc(C)c2c1	-145	-44	.	-6

cpd	XiGFP reactiv	DENV2 CPE rescue	ERp5 block	CFTR F508del cor
49	0.0	-8	0	-0.7
50	0.1	0	-3	-0.5
51	0.0	0	6	0.5
52	0.0	9	-3	-2.8
